Screening results (PubChem)
PAFAH1B2 inh: PAFAH1B2 (human) inhibition; P68402; recombinant PAFAH1B2, FP-rhodamine activity probe, fluorescence polarization; 340,000 compounds, 1.2% hits; inhibition, % at 3.39 µM;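 active = inhibition above the mean of all tested compounds plus 3 SD, cut at about 24% in these data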;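 also: 0% = enzyme with DMSO and 100% = wells lacking PAFAH1B2; many of its hits are not listed in these tables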
Target sequence (P68402 whole entry, looked up): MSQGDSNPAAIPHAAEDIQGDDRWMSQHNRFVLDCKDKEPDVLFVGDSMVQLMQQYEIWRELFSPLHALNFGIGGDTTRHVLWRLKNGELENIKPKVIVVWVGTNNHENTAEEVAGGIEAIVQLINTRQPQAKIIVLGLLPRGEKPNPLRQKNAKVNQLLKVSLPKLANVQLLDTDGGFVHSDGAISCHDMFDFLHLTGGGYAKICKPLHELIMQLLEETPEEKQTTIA
PAFAH1B3 inh: blocks human PAF acetylhydrolase 1B catalytic subunit 3. Q15102. recombinant PAFAH1B3, FP-rhodamine probe, fluorescence polarization. inhibition, % at 3.39 µM. 340,000 compounds, 0.28% hits;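 active = inhibition above the screen-wide average of all tested compounds plus 3 SD, cut at about 25% in these data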;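 also: 0% = enzyme with DMSO only and 100% = wells lacking PAFAH1B3 protein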
Target sequence (Q15102 whole entry, looked up): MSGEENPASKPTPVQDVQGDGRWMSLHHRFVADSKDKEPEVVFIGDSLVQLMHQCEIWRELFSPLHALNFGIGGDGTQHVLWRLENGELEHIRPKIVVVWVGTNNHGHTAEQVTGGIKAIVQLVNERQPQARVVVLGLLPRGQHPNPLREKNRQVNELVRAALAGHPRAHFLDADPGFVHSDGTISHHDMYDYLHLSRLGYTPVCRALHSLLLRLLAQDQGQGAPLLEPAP
Starred values were filed as active, the others as inactive; & = joins results of further samples. Some of the compounds tested; the hit share may differ from the screen's.

SMILES	PAFAH1B2 inh	PAFAH1B3 inh
Cc1ccccc1N(C(=O)CCC(=O)Nc1ccccn1)C(C(=O)NC(C)C)c1ccc(O)cc1 (stereo not given)	3	1
CCNC(=S)NCC	-1	-1
Cc1cn(CC(=O)N2CCN(c3ccccn3)CC2)c(=O)[nH]c1=O	1	10
CCN(C(C)=O)c1cnc(C=NNC(N)=S)c2ccccc12	1	7
CCCCCCn1c(COc2ccccc2F)nnc1SCC(=O)NC1CCS(=O)(=O)C1 (stereo not given)	3	1
Cc1cc(C)c2c(n1)sc1c(=O)n(Cc3ccccc3Cl)nnc12	1	-4
NC(=O)c1c(N)sc2c1CCC2	7	16
CC(C)C[C@H]1CN([C@@H](CC(C)C)CN2CCCC2CN2C(=S)NC[C@@H]2Cc2ccc(O)cc2)C(=S)N1CCc1ccccc1 (stereo not given in full)	-3	5
CC(CCc1ccccn1)(CCc1ccccn1)C(=O)c1ccccc1	2	5
O=C1CCC(C(=O)N2CCN(c3cnccn3)CC2)CN1CCc1ccc(Cl)cc1 (stereo not given)	5	11

The list goes on, overlapping the part above by 6 compounds.
SMILES	PAFAH1B2 inh	PAFAH1B3 inh
CCCCCCn1c(COc2ccccc2F)nnc1SCC(=O)NC1CCS(=O)(=O)C1 (stereo not given)	3	1
Cc1cc(C)c2c(n1)sc1c(=O)n(Cc3ccccc3Cl)nnc12	1	-4
NC(=O)c1c(N)sc2c1CCC2	7	16
CC(C)C[C@H]1CN([C@@H](CC(C)C)CN2CCCC2CN2C(=S)NC[C@@H]2Cc2ccc(O)cc2)C(=S)N1CCc1ccccc1 (stereo not given in full)	-3	5
CC(CCc1ccccn1)(CCc1ccccn1)C(=O)c1ccccc1	2	5
O=C1CCC(C(=O)N2CCN(c3cnccn3)CC2)CN1CCc1ccc(Cl)cc1 (stereo not given)	5	11
CCCn1c(N)c(C(=O)CN(C)CC(=O)Nc2cc(C)ccc2C)c(=O)[nH]c1=O	2	5
Cc1cccc(S(=O)C(c2ccccc2)c2ccccc2)c1 (stereo not given)	6	6
CCc1nc(N)nc(N)c1-c1ccc(Cl)c(N=[N+]=[N-])c1	2&-1	1&3
CN(C)c1ccc(/C=N/NC(=O)c2ccc3c(c2)OCO3)cc1	3	0
O=C(N/N=C/c1ccccn1)c1cc(Br)ccc1O	0	2
O=C(COC(=O)c1cc(=O)c2ccccc2o1)NCc1ccccc1	6	12
Nn1c(SCc2ccc(C(=O)O)cc2)nnc1-c1ccc(Cl)cc1Cl	2	9
CCOC(=O)c1sc(-c2ccc(OC)cc2)cc1NC(C)=O	-2	8
O=C1NC[C@H](Cc2ccccc2)N(CC2CCN(CC3CCCC3)CC2)C1=O	3	13
O=S(=O)(c1ccc(NC(=S)NN=Cc2ccccc2O)cc1)N1CCCCC1	7	11
O=C1OC(c2ccccc2)(c2ccc3cc(O)ccc3c2)c2ccccc21 (stereo not given)	8	6
Cc1ccc(S(=O)(=O)N2CCCCC2)cc1NC(=O)c1cnccn1	-1	0
Cc1[nH]c2ccccc2c1-c1csc(N)n1	-1	8
O=C(COC(=O)CCNS(=O)(=O)c1ccc(Cl)cc1)Nc1ccccc1OC(F)F	7	3
COc1ccc(C(=O)Nc2cccc(/C(C)=N\NC(=O)c3ccoc3C)c2)cc1OC	-3	8
O=C(OCc1ccccc1)N1CCC2CC1c1cc(-c3ccc(F)cc3)ccc12 (stereo not given)	4	13
COc1ccc(CCC(=O)Nc2cccc(S(=O)(=O)N3CCOCC3)c2)cc1OC	3	6
COC(=O)c1ccc(/C=N\N2CCN(c3ccccc3)CC2)cc1	-2	8
O=C(Nc1ccc(CN2CCOCC2)cc1)c1cc(Cl)ccc1Cl	0	7
CC(C)NC(=O)C1CCN(Cc2cccc(Oc3ccccc3)c2)CC1	-2	16
COc1ccccc1CC(O)CC1c2c(cc3c(c2OC)OCO3)CCN1C (stereo not given)	1	-7
COc1ccc(/C=C(/C(=O)c2cccs2)N2C=CC=CC2=C(C#N)C#N)cc1	0	6
CCc1cc(C(=O)NCC(c2ccc(OC)cc2)N2CCOCC2)sc1C (stereo not given)	3	2
O=C(CCCn1cncn1)N1CCCC(Nc2ccc(F)cc2)C1 (stereo not given)	3	12
CCN1C(=O)/C(=C/c2cn(-c3ccccc3)nc2-c2cccnc2)SC1=S	3	3
Cc1cccc(NC(=O)COC(=O)C(NC(=O)c2cccc(S(=O)(=O)N3CCOCC3)c2)C(C)C)c1 (stereo not given)	2	9
N#CCC(=O)Nc1ccc(C(=O)OCC(=O)Nc2sc3c(c2C#N)CCCC3)cc1	-6	-19
NC(=O)c1ccc(Nc2ccc3nonc3c2[N+](=O)[O-])cc1	4	10
COc1cccc(CN2CC(C(=O)N(C)Cc3nc(C)cs3)CCC2=O)c1 (stereo not given)	1	5
CCOc1ccc2oc(C(=O)OCC(=O)NCC3CCCO3)c(C)c2c1 (stereo not given)	4	-3
Cc1ccc(C)c(NC(=O)C(OC(=O)c2cc[n+]([O-])cc2)c2ccccc2)c1 (stereo not given)	-1	2
Cc1ccc(CNC(=O)C2CCC(=O)N(CCc3cccc(F)c3)C2)s1 (stereo not given)	3	-1
CCOC(=O)C1=C(O)C(=O)C(C(=O)OCC)C1 (stereo not given)	6	10
NC1=C(Br)C(=O)c2ncccc2C1=O	16	58*
COc1ccc(C(=O)COC(=O)c2ccc3c(c2)OCCO3)c(OC)c1	-1	2
C=CCN(c1ccccc1)S(=O)(=O)c1cccc(C(=O)Nc2ccc(N3CCOCC3)cc2)c1	5	10
O=C(CC12CC3CC(C1)CC(CC(=O)NC1=NCCS1)(C3)C2)NC1=NCCS1	1	1
O=C1c2cc([N+](=O)[O-])ccc2-c2cc(Br)c(N=C(NO)C(F)(F)F)cc21	-10	-24
COC(=O)C1=C(C)NC(C)=C(C(=O)OC)C1C(=O)OCc1nnc(-c2ccccc2Cl)o1	0	1
O=C(c1cc(-c2cccs2)nc2ccccc12)N1CCN(CCO)CC1	-8	4
S=C1CC2CCCC(C2)N1 (stereo not given)	8	5
Cc1cc2nc(-c3ccc(SCC(=O)Nc4nccs4)nc3)[nH]c2cc1C	-12	-33
CN(C)CCCN(C(=O)/C=C/c1cccs1)c1nc2c(F)cccc2s1	0	9
O=C(O)C(=Cc1ccccc1)Cc1ccccc1	7	11
O=C(O)c1cc(-c2ccc(/C=C3/SC(=S)N(Cc4ccccc4)C3=O)o2)ccc1Cl	3	3
CC(C)CN1CCN(C(=O)CCc2nnc(Cc3c[nH]c4ccccc34)o2)[C@@H](C)C1=O	2	9
O=C(Cc1ccccc1)c1ccc(O)cc1O	8	2
Cc1ccc(S(=O)(=O)Nc2cc(=O)[nH]c(SCC(=O)Nc3ccccc3Cl)n2)cc1	3	0
Cc1ccc(OCC(=O)N/N=C2\CC(=O)CC(C)(C)C2)c(Br)c1	4	0
CCOC(=O)c1c(-c2ccccc2)csc1NC(=S)N(CC)CC	1	-2

(next part)
SMILES	PAFAH1B2 inh	PAFAH1B3 inh
O=P(NC1CCCCC1)(c1ccccc1)c1ccccc1	8	11
O=C(Nc1cc(Cl)cc2c1-c1ccc(Cl)cc1C2O)C(Cl)Cl (stereo not given)	0	4
COc1ccc(Cl)cc1NC(=O)CN(C)CC(=O)Nc1cccc(S(=O)(=O)N2CCCC2)c1	2	6
O=C(Oc1ccc(NC2=C(Cl)C(=O)c3ccccc3C2=O)cc1)c1ccc([N+](=O)[O-])cc1	3	1
C[C@@H](NCCCn1cnc2c(OCc3ccccc3)ncnc21)c1cccc2ccccc12	13	4
COc1ccc(Cc2nnc(NC(=O)c3ccccc3F)s2)cc1	13	-3
Cc1ccc2c(c1)P(=O)(O)c1cc(C)ccc1O2	3	8
NC(CCC(=O)NC(CS)C(=O)NCC(=O)O)C(=O)O (stereo not given)	3	10
COc1cccc(C(=O)NCC2CCCN(C3CCCCC3)C2)c1OC (stereo not given)	3	8
CN(C(=O)c1cccc(NC(=O)Cc2ccc(NC(=O)C3CCN(C(=O)C4CCC4)CC3)cc2)c1)C1CCCCC1	2	3
O=C(COc1ccccc1)Nc1nnc(COc2ccccc2)s1	5	2
Nc1nnc(CCCCc2cccs2)o1	5	-5
CC(=NNc1nc2ccccc2s1)c1ccncn1	1	9
Cc1cc(C)nc(NN=CC2=C(N3CCOCC3)/C(=C/c3ccc(Cl)cc3)CC2)n1	6	8
COC(=O)c1ccc(COc2ccc(C#N)cc2)o1	7	7
Nc1cc(Cl)ccc1Nc1ccncc1	4	6
CN1C(=O)c2ccc(C(=O)Nc3cccnc3)cc2C1=O	0	6
Oc1c(Br)cc(Br)cc1CNc1nccs1	5	4
CN(Cc1ccc(OC(F)F)cc1)C(=O)c1cccc(S(=O)(=O)N2CCN(Cc3ccccc3)CC2)c1	3	1
COc1ccc(-n2c(N)cc(=O)nc2SCC(=O)NC2CCCCC2)cc1	5	-5
CC(=NNc1nc2ccccc2s1)c1ncccn1	6	15
NS(=O)(=O)c1ccc(NCc2c(F)cccc2Cl)cc1	9	4
COc1ccc(CNC(=O)CCNC(=O)c2ccco2)cc1OC	4	0
COC(=O)C1CCN(C(=O)CSc2nc3nc(C)cc(C)n3n2)CC1	5	6
O=C(Cc1ccc(NC(=O)C2CCCN(C(=O)C3CCCCC3)C2)cc1)Nc1cccc(C(=O)N2CCCCC2)c1 (stereo not given)	7	3
Cc1cc(OC(=O)c2ccccc2)c([N+](=O)[O-])c(=O)[nH]1	-6	10
CCC1CN(C(=O)NCc2ccc(F)cc2)c2cc(C)ccc2O1 (stereo not given)	4	5
CN(C(=O)c1cccc(NC(=O)Cc2ccc(NC(=O)C3CCN(S(=O)(=O)c4cccc([N+](=O)[O-])c4)CC3)cc2)c1)C1CCCCC1	-10	-3
CN(C)S(=O)(=O)c1cccc(NC(=O)c2cccc(N3C(=O)CCC3=O)c2)c1	0	0
COc1ccc(C)cc1N(CC(=O)Nc1ccc(S(=O)(=O)N2CCCC2)cc1)S(C)(=O)=O	3	-4

Sorted by the number under PAFAH1B2 inh (lowest first): some entries from above
SMILES	PAFAH1B2 inh	PAFAH1B3 inh
Cc1ccc(C)c(NC(=O)C(OC(=O)c2cc[n+]([O-])cc2)c2ccccc2)c1 (stereo not given)	-1	2
CCOC(=O)c1c(-c2ccccc2)csc1NC(=S)N(CC)CC	1	-2
CC(C)CN1CCN(C(=O)CCc2nnc(Cc3c[nH]c4ccccc34)o2)[C@@H](C)C1=O	2	9
Cc1ccc(S(=O)(=O)Nc2cc(=O)[nH]c(SCC(=O)Nc3ccccc3Cl)n2)cc1	3	0
O=C(COC(=O)c1cc(=O)c2ccccc2o1)NCc1ccccc1	6	12
NC(=O)c1c(N)sc2c1CCC2	7	16
S=C1CC2CCCC(C2)N1 (stereo not given)	8	5

Next part.
SMILES	PAFAH1B2 inh	PAFAH1B3 inh
CC(=O)C(C(c1ccccc1)N1CCOCC1)N1CCOCC1 (stereo not given)	5	3
Cc1cc(O)cc2c1C1CCC3(C)C(O)CCC3C1C=C2 (stereo not given)	5	2
O=C(NCC1CCCO1)c1ccccc1NS(=O)(=O)c1ccc(Br)s1 (stereo not given)	-3	5
CCC(=O)c1ccc(OCC(=O)O)cc1	-4	4
O=C(CCCCn1ccc(=O)[nH]c1=O)Nc1ccc(O)c(C(=O)O)c1	4	6
O=C(OCC(=O)N1CCN(C(=O)COC(=O)c2ccccc2NCCO)CC1)c1ccccc1NCCO	8	-3
Clc1ccc(OCc2cn3cccnc3n2)c2ncccc12	2	1
O=C(c1cccc(-n2cccc2)c1)N1CCN(S(=O)(=O)c2ccccc2Br)CC1	2	-3
O=C(CCC(C(=O)O)N1C(=O)c2ccccc2C1=O)Nc1ccccc1 (stereo not given)	-3	6
O=C(NCCCc1ccccc1)c1cccc(NC(=O)C2CCCC2)c1	11	8
OCCNCc1cc(Br)ccc1OCc1ccc(Cl)cc1Cl	1	-1
CC(C)C[C@@H](CNCC(=O)[C@H](C)NC(=O)c1[nH]cnc1C(=O)N[C@H](CN)CC(C)C)NC(=O)c1nc[nH]c1C(=O)N[C@@H](C)C(=O)O	9	8
O=C1NC(=O)C2(CCCCC2)N1	2	5
O=C(O)COc1ccc(/C=N/NC(=O)c2ccc(-c3csc(Nc4ccc(Cl)cc4)n3)cc2)cc1	-28	-46
CC(=NNc1ccc2ccccc2n1)c1ccccc1O	1	17
Cc1noc(C)c1COc1ccc(C(=O)Nc2cccnc2)cc1	0	0
COc1ccc(CN(C)C(=O)/C=C/c2ccc(S(=O)(=O)N3CCOCC3)cc2)cc1F	-2	0
CNC(=O)c1cc(NC(=O)N(CCC#N)CCN(C(=O)NC(Cc2ccccc2)C(=O)NC(CC(C)C)C(=O)NC)c2ccccc2)ccc1OC (stereo not given)	-1	10
Cc1ccc(C)c(NC(=O)COC(=O)c2cc(=O)c3ccccc3o2)c1	7	8
CCOc1ccccc1C(=O)N/N=C/c1ccoc1	-2	6
COc1ccc(Cl)cc1NC(=O)C/C(C)=N/NC(=O)c1ccc(O)cc1	5	6
COCCCn1c(=O)/c(=C/c2ccccc2OC(F)F)s/c1=C(\C#N)C(=O)NCCOC	-2	7
COc1ccc(C(=O)N2N=C(c3ccccc3)CC2(O)C(F)(F)F)cc1 (stereo not given)	0	-2
OC(CNCc1ccco1)COc1ccccc1 (stereo not given)	-4	6
CCN(c1ccccc1)S(=O)(=O)c1ccc(OC)c(NC(=O)c2ccccc2OC)c1	-3	-6
COc1ccccc1Oc1ccc(N2CC(C(=O)OCC(=O)c3ccc(F)cc3)CC2=O)cc1 (stereo not given)	-1	0
O=C1N/C(=N/NC(=O)c2cccc3ccccc23)S/C1=C\c1ccccc1OCc1ccccc1	14	26*
CS(=O)(=O)c1ccc2nc(NC(=O)CCNC(=O)c3ccc([N+](=O)[O-])cc3)sc2c1	-1	6
Cc1[nH]c(N)nc(=S)c1CCCNc1ccccc1	-1	2
O=C(CCSCCC(=O)NN=Cc1cccc(Cl)c1)NN=Cc1cccc(Cl)c1	7	-1
